Screening data: PubChem BioAssay, National Center for Advancing Translational Sciences (NCATS)
USP1-UAF1 inh = USP1/UAF1 (human) deubiquitinase inhibition. O94782. recombinant USP1/UAF1, Ub-Rhodamine cleavage fluorescence. Potency, µM (titrated, usually from 57.1 µM), inactives show at the highest dose activity change, negative = inhibition, usual class: inhibitors. 390,000 compounds, 0.23% hits. AID 743255; note: % is set by controls: 0 for no effect and ±100 for the full control effect; nearly all actives have a fitted effect of over 60% in size; inactives centre near -12
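In this screen, compounds sit with the deubiquitinase complex (1nM) for 15 min at room temperature before Ub-Rho is added at 150nM final. Fluorescence rise is then followed for 6 reads every 60 seconds.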
TrxR1 substrate = is turned over as a substrate by rat TrxR1; O89049; purified TrxR1 substrate turnover, NADPH consumption readout; Potency, µM (highest dose often 114 µM), inactives show top-dose activity change, negative = substrate turnover; 390,000 compounds, 0.01% hits; note: % is set by controls: 0 for no effect and ±100 for the full control effect; nearly all actives have a fitted effect of over 50% in size
Target sequence (O89049 whole entry, looked up): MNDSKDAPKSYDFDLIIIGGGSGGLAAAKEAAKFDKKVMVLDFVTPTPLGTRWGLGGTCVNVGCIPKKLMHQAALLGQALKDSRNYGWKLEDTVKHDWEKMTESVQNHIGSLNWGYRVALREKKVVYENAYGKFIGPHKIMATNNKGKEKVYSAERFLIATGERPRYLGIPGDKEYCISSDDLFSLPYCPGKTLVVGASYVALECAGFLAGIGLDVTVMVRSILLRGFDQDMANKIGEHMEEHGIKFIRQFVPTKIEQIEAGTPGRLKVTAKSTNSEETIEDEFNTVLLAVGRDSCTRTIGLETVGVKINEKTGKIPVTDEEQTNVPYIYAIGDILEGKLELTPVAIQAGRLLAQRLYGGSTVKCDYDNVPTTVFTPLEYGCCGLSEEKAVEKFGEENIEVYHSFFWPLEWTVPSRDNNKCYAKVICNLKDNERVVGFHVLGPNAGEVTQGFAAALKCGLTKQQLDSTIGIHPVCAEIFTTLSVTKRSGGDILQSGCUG
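Rat TrxR1, dispensed at 90 nM, was prereduced with 400 uM NADPH (final) for 5 min at ~22 deg C, then incubated with compound 15 min before 400 uM selenite. A first-read NADPH fluorescence drop versus no-compound background flagged substrates.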
RGS4 inhibitor = human RGS4 inhibition; 390,000 compounds, 0.039% hits; Transcreener GDP fluorescence polarization, RGS4-accelerated GTP hydrolysis; P49798; Potency, µM (doses to about 114 µM), inactives show at the top dose activity change, negative = inhibition, hits mostly inhibitors; note: % is set by controls: 0 for no effect and ±100 for the full control effect; nearly all actives have a fitted effect of over 75% in size; some results filed as inactive show a strong effect at the top dose
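MLSMR compounds (23 nl, pin-transferred) preincubated 10 min at room temperature with a 500nM (2x) first reagent, then RGS4 at 900nM (2x) plus Transcreener GDP mix added; fluorescence polarization (620/688 nm) read before and after 90 min at 30 °C.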
RXFP1 ag = activates the human relaxin receptor RXFP1 | Q9HBX9 | HEK293T-RXFP1 cAMP TR-FRET, 30 min; response scale: percent of porcine relaxin response, buffer zero | Potency, µM (highest dose often 57.5 µM), inactives show at the top dose activation, most hits filed as activators | 370,000 compounds, 0.3% hits | AID 2676; note: % is set by controls: 0 for no effect and ±100 for the full control effect; nearly all actives have a fitted effect of over 60% in size; many of its hits are not listed in these tables
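HEK293 cells stably expressing RXFP1, treated 30 min at 37C with compounds plus PDE4 inhibitor Ro 20174; cAMP measured by HTRF TR-FRET. Normalized to buffer and 29 nM porcine relaxin; EC50 by Hill fit.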
12-LOX inh = inhibitors of human 12S-lipoxygenase ALOX12; 580,000 compounds, 1.1% hits; AID 1671190; Potency, µM (doses to about 108 µM), without a hit: top-dose activity change, negative = inhibition, usual class: inhibitors; P18054; purified 12hLO, xylenol orange hydroperoxide absorbance; note: % is set by controls: 0 for no effect and ±100 for the full control effect
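Hydroperoxide product was detected by ferrous iron/xylenol orange as the 573 to 405 nm absorbance ratio. Arachidonic acid at 40 uM (final) was turned over for 30 min at room temperature by 150 nM human 12hLO, pH 7.0 Hepes buffer, after 15 min compound preincubation.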
Vif-A3F inh = inhibitors of Vif-A3F interaction | HeLa A3F-eYFP + Vif (tagged APOBEC3F with the HIV-1 protein that degrades it), YFP fluorescence increase | Potency, µM (titrated, usually from 46.1 µM), for inactives: at the highest dose activity, negative = active | 390,000 compounds, 0.2% hits | AID 602313; note: % of control where 0% means no effect; nearly all actives have a fitted effect of over 65% in size
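HeLa cells stably expressing A3F-eYFP plus Vif, plated and incubated overnight at 37 deg C, then exposed to compounds overnight at 37 deg C. Blocked degradation read as raised yellow fluorescence (Ex 488/Em 500-530).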
TrxR1 inh = rat TrxR1 inhibition. O89049. recombinant rTrxR1, NADPH fluorescence consumption, selenite substrate. Potency, µM (doses to about 114 µM), for the others: at the top dose activity change, negative = inhibition, hits mostly inhibitors. 390,000 compounds, 1% hits. AID 588453; note: % is set by controls: 0 for no effect and ±100 for the full control effect; nearly all actives have a fitted effect of over 65% in size
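Rat TrxR1 (90 nM in the dispensed reagent) was pre-reduced with 400 uM NADPH for 5 min at room temperature, then incubated with compound for 15 min. After 400 uM selenite was added, NADPH fluorescence (Ex 340/Em 450 nm) was followed for 8 min.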
Vif-APOBEC3G blk = Vif-A3G binding inhibition. HeLa A3G-eYFP + Vif (tagged APOBEC3G with the HIV-1 protein that degrades it), YFP fluorescence, overnight. Potency, µM (titrated, usually from 46.1 µM), without a hit: top-dose activity, negative = active, most hits filed as inhibitors. 410,000 compounds, 0.076% hits;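 note: % is set by controls: 0 for no effect and ±100 for the full control effect; nearly all actives have a fitted effect of over 60% in size; hits raise eYFP signal because A3G escapes Vif-driven loss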
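Read-out is eYFP fluorescence (Ex 488/Em 500-530) from Vif-expressing HeLa A3G-eYFP cells; more signal means A3G escaped Vif-mediated degradation. Cells plated overnight, compound pinned in, incubated overnight at 37 deg C.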
IDH1 R132H inh = inhibitors of human mutant IDH1 R132H | O75874 | 390,000 compounds, 0.093% hits | Potency, µM (highest dose often 76.6 µM), without a hit: at the highest dose activity change, negative = inhibition, usual class: inhibitors | IDH1-R132H enzyme, NADPH consumption, diaphorase/resazurin fluorescence; note: % is set by controls: 0 for no effect and ±100 for the full control effect; nearly all actives have a fitted effect of over 65% in size
Target sequence (O75874 whole entry R132H, stated change not applied): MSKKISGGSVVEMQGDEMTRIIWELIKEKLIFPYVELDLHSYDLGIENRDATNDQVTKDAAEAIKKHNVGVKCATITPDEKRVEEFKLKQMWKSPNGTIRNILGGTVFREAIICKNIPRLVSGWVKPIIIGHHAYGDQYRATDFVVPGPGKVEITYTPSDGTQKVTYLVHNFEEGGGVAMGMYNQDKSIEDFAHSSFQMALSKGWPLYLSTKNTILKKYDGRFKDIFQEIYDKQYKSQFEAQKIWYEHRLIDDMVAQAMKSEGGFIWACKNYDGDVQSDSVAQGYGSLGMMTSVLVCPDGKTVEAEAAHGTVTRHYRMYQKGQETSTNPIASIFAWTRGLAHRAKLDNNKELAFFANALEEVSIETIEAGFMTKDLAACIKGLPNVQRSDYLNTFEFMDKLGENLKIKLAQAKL
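IDH1-R132H (0.5 ug/mL dispensed) in pH 7.5 Tris buffer was preincubated 30 min with compound, then given a substrate mix of 0.016 mM NADPH and 2 mM alpha-KG for 80 min at room temperature; remaining NADPH was read by diaphorase/resazurin fluorescence.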
An asterisk follows results filed as active; i = inactive; ? = inconclusive; . = not tested or not shown; ! = repeats disagree; [ ] = another dose, or the depositor's remark. Calls come from the whole dose curve; as a rule, active = well fitted curve in the direction sought with a large enough effect; inconclusive = small, poorly fitted or top-dose-only effect, or another doubt; inactive = no such curve, though single readings can be large; an effect the other way counts as inactive or inconclusive. Potency is the fitted concentration of half-maximal effect. Some of the compounds tested; the hit share may differ from the screen's.

smiles	USP1-UAF1 inh	TrxR1 substrate	RGS4 inhibitor	RXFP1 ag	12-LOX inh	Vif-A3F inh	TrxR1 inh	Vif-APOBEC3G blk	IDH1 R132H inh
S=C(NCCSCc1ccc(Cl)c(Cl)c1)Nc1ccccc1	-24%	-4%	-36%	.	-40%	-13%	-18%	2%	0%
Cc1ccccc1C(=O)NCCNC(=O)c1cnccn1	-4%	6%	24%	1.0%	-13%	-10%	23%	-1%	-5%
COC(=O)CSCC(=O)Nc1nnc(-c2cccc(C)c2)s1	-21%	9%	-12%	2.6%	-4%	4%	26%	-4%	5%
Cc1nc(CNC(=O)c2cc(COc3c(F)cccc3F)on2)cs1	-11%	2%	6%	-9.2%	39%[activator]	-26%	12%	1%	-4%
CCN(CC)S(=O)(=O)c1ccc(N2CCOCC2)c(NC(=O)c2cc(-c3ccccn3)nc3ccccc23)c1	-17%	5%[57.1 µM]	-17%	11%	i	15%	17%[57.1 µM]	-1%	3%
CCN(CC(=O)Nc1c(F)cccc1F)C(=O)c1nn(C)c(=O)c2ccccc12	-17%	4%	2%	-0.3%	-1%	-11%	16%	0%	10%
COc1cccc(N2CCN(c3nc(C)cc(=O)[nH]3)CC2)c1	2%	-4%	-13%	1.4%	0%	-1%	19%	2%	5%
N#Cc1c(NC(=S)NC(=O)c2ccccc2)sc2c1CCC2	-15%	-1%	?	-1.1%	?	-11%	?	1%	6%
C=CCOc1cc(OC)c(OC)c(OC)c1	-3%	-6%	4%	-1.4%	-6%	13%	6%	-3%	-4%
O=C(CCl)N(Cc1cccc([N+](=O)[O-])c1)c1cccc(Cl)c1	-3%	3%[57.1 µM]	17%	-0.9%	?	0%	7.9µM*	0%	2%
CC(C)N1CCc2c(sc(NC(=O)c3nc4ccccc4s3)c2C(N)=O)C1	-10%	13%[57.1 µM]	-52%	1.3%	-1%	?	17%[57.1 µM]	-15%	11%
COCc1cc(C)nc(N2CCCCC2)c1C#N	-1%	57%[activator]	-13%	-3.6%	0%	0%	-17%	0%	2%
CSc1nc2ccc(NC(=O)C3CCCO3)cc2s1 (stereo not given)	-13%	8%	-16%	-1.6%	164%[activator][57.4 µM]	5%	13%	2%	10%
O=C(c1cc(Cl)cc(Cl)c1)N1CCC2CC1c1cc(N3CCCCC3)ccc12 (stereo not given)	-24%	.	.	.	?	0%	.	-2%	-5%
COc1ccccc1CNC(=O)c1[nH]c(C)c(C(C)=O)c1C	-23%	8%	-13%	0.3%	?	5%	15%	-8%	-8%
COC(=O)c1[nH]c2ccc(F)cc2c1NC(=O)CCN1CC(C)OC(C)C1 (stereo not given)	-3%	17%	-17%	2.4%	0%	-18%	-19%	1%	8%
Cc1ccc(C(=O)NCC(=O)Nc2cccc(C(F)(F)F)c2)cc1	-19%	-3%	-26%	0.6%	22%	-10%	-1%	0%	3%
O=C(NCc1ccc2c(c1)OCO2)c1c(O)c2cccc3c2n(c1=O)CCC3	-4%	9%[57.1 µM]	39%	0.5%	429%[activator]	5%	-8%[57.1 µM]	2%	-5%
Cc1cc(C)c2[nH]c(=S)cc(C)c2c1	-6%	9%[57.1 µM]	17%[11.4 µM]	19%	6.3µM*!	3%	4%[57.1 µM]	0%	0%
Cc1occc1-c1nnc(SCC(=O)c2c(N)n(Cc3ccccc3)c(=O)n(C)c2=O)n1C	-17%	-4%	-24%	3.6%	0%	-6%	-18%	-3%	-5%
Cc1cc(C)n2ncc(C(=O)O)c2n1	-14%	18%	-26%	0.6%	?	-14%	4%[57.1 µM]	5%	2%
CC(=O)Nc1cccc(/C(C)=N/NC(=O)c2cccc(S(=O)(=O)N3CCCC3)c2)c1	?	.	.	.	9%	-5%	.	-3%	-2%
CCOC(=O)N1CCN(C(=O)Cc2ccccc2[N+](=O)[O-])CC1	1%	-9%	-5%	4.5%	21%	-6%	-1%	-1%	-9%
O=C(Nc1ccccc1N1CCOCC1)c1ccc2c(c1)C(=O)N(Cc1ccncc1)C2=O	-3%	-8%	0%	0.8%	-12%	.	-16%	1%	6%
CN1CCN(C(c2ccccc2)c2ccc(Cl)cc2)CC1 (stereo not given)	8%	-7%	16%	-1.3%	?	-2%	2%	0%	4%
Cc1cc(C(=O)NCc2ccc(C(=O)O)o2)c(C)o1	-3%	6%	22%	2.5%	?	0%	-16%	3%	7%
Fc1ccc(Nc2ccc(-c3ccc(F)cc3)nn2)cc1	-18%	2%[57.1 µM]	-2%	1.0%	-11%	-3%	14%[57.1 µM]	-2%	-3%
CC(C)CCN1CC(O)=C(c2nc(-c3ccc(Cl)cc3)cs2)C1=N	-5%	-2%	23%	4.1%	-35%	1%	13%[57.1 µM]	-3%	1%
Cc1ccsc1C(C(=O)NC(C)(C)C)N(Cc1ccco1)C(=O)c1csnn1 (stereo not given)	-2%	4%	13%	1.3%	1%	-16%	9%	-2%	-2%
CCOc1ccc(-n2c(SCC(=O)Nc3ccc(OC)cc3OC)nc3c(c2=O)SCC3)cc1	-16%	-7%	-40%	-2.6%	0%	-1%	-15%	-1%	1%
O=C(COc1ccc(Cl)cc1)NCc1nnc(SCC(=O)Nc2ccc3c(c2)OCCO3)o1	-6%	1%	-7%	0.3%	-11%	.	12%	2%	-3%
CCc1cc2cc3c(cc2nc1SCC(=O)OC(C)C)OCO3	?	2%[57.1 µM]	13%	2.4%	-2%	-6%	26%	-6%	6%
CC1=NN(C(N)=S)C(C)(C)C1	-25%	6%	13%	-0.1%	-15%	1%	12%	0%	-2%
O=C1OCc2ccc(NC(=O)C3CC3)cc21	-2%	5%[57.1 µM]	10%	-0.3%	-4%	9%	4%[57.1 µM]	2%	13%
O=C(CCn1c(=O)c2ccccc2n(CC(=O)NCCC2=CCCCC2)c1=O)NCc1ccco1	-12%	7%[57.1 µM]	-43%	0.3%	?	2%	13%[57.1 µM]	0%	0%
COc1cc(Cl)ccc1OCc1cc(C(=O)N2CC[C@@H]3CCCC[C@H]3C2)no1	-31%	4%	15%	-4.5%	19%	-6%	15%	0%	0%
O=C1/C(=C/c2ccccc2F)SC(=S)N1CC(=O)N1CCCCC1c1cccnc1 (stereo not given)	-18%	11%	-6%	0.3%	-9%	8%	16%	-3%	8%
COc1ccc(-c2nc3scc(CCNC(=O)Cc4ccc(F)cc4)n3n2)cc1	?	6%[57.1 µM]	-3%	4.6%	3%	-4%	16%[57.1 µM]	-5%	-2%
O=C(O)c1cc(NC(=S)NC(=O)C(c2ccccc2)c2ccccc2)ccc1Cl	-22%	6%	-15%	0.2%	0%	7%	-9%	-7%	-9%
O=C1c2ccccc2C(=O)N1c1nccs1	-3%	6%[57.1 µM]	16%	.	-15%	-10%	-10%[2.29 µM]	0%	-14%
COc1ccc(N2C(=O)CC(N3CCN(c4ccccc4)CC3)C2=O)cc1 (stereo not given)	-19%	6%	-15%	0.1%	-3%	2%	22%	-1%	-1%
Cn1c(SCC(=O)N(C2CCCCC2)C2CCCCC2)nnc1-c1cccs1	-17%	7%	13%	0.3%	8%	-7%	4%	?	7%
CC(NC(=O)c1ccc2c(c1)N(Cc1ccc(Cl)cc1)C(=O)c1ccccc1S2=O)c1ccccc1 (stereo not given)	-11%	-3%	19%	-1.4%	?	2%	6%	0%	1%

Seven entries from above, with values under each structure:
Value order: USP1-UAF1 inh | TrxR1 substrate | RGS4 inhibitor | RXFP1 ag | 12-LOX inh | Vif-A3F inh | TrxR1 inh | Vif-APOBEC3G blk | IDH1 R132H inh
O=C(COc1ccc(Cl)cc1)NCc1nnc(SCC(=O)Nc2ccc3c(c2)OCCO3)o1
 : -6% | 1% | -7% | 0.3% | -11% | . | 12% | 2% | -3%
CCc1cc2cc3c(cc2nc1SCC(=O)OC(C)C)OCO3
 : ? | 2%[57.1 µM] | 13% | 2.4% | -2% | -6% | 26% | -6% | 6%
CC1=NN(C(N)=S)C(C)(C)C1
 : -25% | 6% | 13% | -0.1% | -15% | 1% | 12% | 0% | -2%
O=C1OCc2ccc(NC(=O)C3CC3)cc21
 : -2% | 5%[57.1 µM] | 10% | -0.3% | -4% | 9% | 4%[57.1 µM] | 2% | 13%
O=C(CCn1c(=O)c2ccccc2n(CC(=O)NCCC2=CCCCC2)c1=O)NCc1ccco1
 : -12% | 7%[57.1 µM] | -43% | 0.3% | ? | 2% | 13%[57.1 µM] | 0% | 0%
COc1cc(Cl)ccc1OCc1cc(C(=O)N2CC[C@@H]3CCCC[C@H]3C2)no1
 : -31% | 4% | 15% | -4.5% | 19% | -6% | 15% | 0% | 0%
O=C1/C(=C/c2ccccc2F)SC(=S)N1CC(=O)N1CCCCC1c1cccnc1 (stereo not given)
 : -18% | 11% | -6% | 0.3% | -9% | 8% | 16% | -3% | 8%
